High-throughput results: PubChem BioAssay, National Center for Advancing Translational Sciences (NCATS)
SMN2 splice up: SMN2 splice variant enhancement. HEK293 SMN2-luciferase splicing reporter, luminescence, 30-36 h. Potency, µM (highest dose often 46.1 µM), for inactives: at the top dose activity change, positive = activation, usual class: activators. 2.8% of 210,000 active; further: % of control where 0% means no effect; nearly all actives have a fitted effect of over 55% in size
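qHTS luciferase splicing reporter: luminescence rises when SMN2 exon 7 is included in transfected HEK293 cells. Compound exposure lasted 30-36 h at 37C, with 4.5 mM final sodium butyrate as control, followed by a ONE-Glo read.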
ALDH1A1 inh: blocks purified human ALDH1A1 activity; Potency, µM (highest dose often 75.3 µM), inactives show top-dose activity, negative = inhibition, most hits filed as inhibitors; Purified ALDH1A1, NADH fluorescence, propionaldehyde substrate; 7.3% of 220,000 active; P00352; active means well fitted inhibition curve with a large enough effect, not every such curve was filed as active; inconclusive means small, poorly fitted or top-dose-only effect, or another doubt; inactive means no such curve, though single readings can be large or run the other way;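 further: plate controls were no enzyme wells and a reference inhibitor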
Target sequence (P00352 whole entry, looked up): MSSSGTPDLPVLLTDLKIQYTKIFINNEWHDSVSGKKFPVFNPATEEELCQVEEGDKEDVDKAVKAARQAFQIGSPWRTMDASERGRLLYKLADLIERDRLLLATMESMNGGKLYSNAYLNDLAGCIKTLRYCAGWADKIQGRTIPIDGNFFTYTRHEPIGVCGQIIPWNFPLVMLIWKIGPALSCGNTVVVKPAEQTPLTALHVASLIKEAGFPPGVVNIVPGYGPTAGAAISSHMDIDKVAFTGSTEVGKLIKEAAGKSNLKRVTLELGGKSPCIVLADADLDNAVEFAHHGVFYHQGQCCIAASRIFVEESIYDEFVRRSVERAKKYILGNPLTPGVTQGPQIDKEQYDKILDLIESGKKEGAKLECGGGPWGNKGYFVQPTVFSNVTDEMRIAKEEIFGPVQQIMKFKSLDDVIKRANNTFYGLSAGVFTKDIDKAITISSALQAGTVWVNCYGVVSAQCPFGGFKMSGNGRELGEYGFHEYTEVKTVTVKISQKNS
Tau fibril FP: tau fibrillization inhibition (FP); AID 1468; K18 P301L tau heparin fibrillization, Alexa594 FP, 6 h; 0.39% of 280,000 active; Potency, µM (series often up to 57.7 µM), inactives show at the highest dose activity, negative = inhibition, most hits filed as inhibitors; further: on the % scale 0 is the no-effect control and ±100 the full control effect; nearly all actives have a fitted effect of over 55% in size
Target sequence (P10636 561-689 P618L limits assumed): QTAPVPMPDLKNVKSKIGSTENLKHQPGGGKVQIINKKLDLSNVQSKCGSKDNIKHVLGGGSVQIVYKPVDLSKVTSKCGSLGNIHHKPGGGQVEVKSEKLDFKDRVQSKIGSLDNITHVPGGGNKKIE
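Quantitative HTS format: compounds meet 15 uM recombinant K18 P301L tau and Alexa 594-tau tracer in 100 mM sodium acetate pH 7; 20 uM heparin triggers fibrillization at 37 C over 6 hr; FP gives the signal.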
HTT aggregate: mutant huntingtin aggregation inhibition; PC12 HttQ103-GFP aggregates, Acumen cytometry, 40 h; Potency, µM (doses to about 46.1 µM), inactives show at the top dose activity change, negative = inhibition, most hits filed as inhibitors; 1.1% of 220,000 active; AID 1688; further: on the % scale 0 is the no-effect control and ±100 the full control effect; nearly all actives have a fitted effect of over 60% in size
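Read-out: GFP aggregate count by laser scanning cytometer (488 nm excitation, 500-530 nm emission, 1–25 µm objects >6 SD above background). Cells: PC12, inducible HTTex1-Q103-GFP, 100 nM tebufenozide; compounds titrated.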
Tau fluor cs: counter-screen for tau fibril formation inhibitors; Potency, µM (titrated, usually from 57.7 µM), for the others: top-dose activity change, negative = decrease; 0.93% of 280,000 active; AID 1463; tau K18 P301L Alexa594 fluorescence, heparin fibrillization; further: on the % scale 0 is the no-effect control and ±100 the full control effect; nearly all actives have a fitted effect of over 55% in size
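Human K18 P301L tau (15 uM unlabeled plus 0.24 uM Alexa 594-labeled, final) in 100 mM sodium acetate pH 7 was mixed with compound and 20 uM heparin and incubated 6 hr at 37 C.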
HTT cytoprotect: protects HTT-Q103 PC12 cells, measured by ATP; PC12 HTT-Q103 induced, cytoprotection, ATP luminescence, 40 h; Potency, µM (top dose mostly 56.4 µM), for inactives: cytoprotection (ATP increase), usual class: activators; 0.14% of 230,000 active; AID 1471;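 further: % of control where 0% means no effect; nearly all actives have a fitted effect of over 45% in size; toxic huntingtin expression switched on by the ecdysone agonist tebufenozide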
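Stable PC12 Q103-GFP cells in serum-supplemented, phenol red-free DMEM; induction by tebufenozide at 100 nM final; compound dose series; cell viability quantified luminescently from ATP.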
JMJD2E inh: blocks human JMJD2E demethylase activity; JMJD2E catalytic domain, FDH-coupled NADH fluorescence (FDH is formaldehyde dehydrogenase); Potency, µM (top dose mostly 57.1 µM), for the others: top-dose activity change, negative = inhibition, most hits filed as inhibitors; B2RXH2; 1.6% of 230,000 active; AID 2147; active means well fitted inhibition curve with a large enough effect, not every such curve was filed as active; inconclusive means small, poorly fitted or top-dose-only effect, or another doubt; inactive means no such curve, though single readings can be large or run the other way;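 further: 0% = wells with enzyme and -100% = buffer wells without enzyme; nearly all actives have a fitted effect of over 50% in size; many of its hits are not listed in these tables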
Target sequence (B2RXH2 1-337 limits assumed): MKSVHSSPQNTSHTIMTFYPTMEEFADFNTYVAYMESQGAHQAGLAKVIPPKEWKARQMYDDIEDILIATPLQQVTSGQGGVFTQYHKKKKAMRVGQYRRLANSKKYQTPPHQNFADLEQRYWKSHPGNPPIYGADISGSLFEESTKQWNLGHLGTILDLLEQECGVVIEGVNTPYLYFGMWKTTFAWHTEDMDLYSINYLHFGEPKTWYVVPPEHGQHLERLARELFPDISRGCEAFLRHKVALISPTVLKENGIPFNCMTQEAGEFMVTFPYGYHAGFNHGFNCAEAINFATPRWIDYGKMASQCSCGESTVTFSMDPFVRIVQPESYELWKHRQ
Tau fibril ThT: tau fibrillization inhibition (ThT binding). recombinant tau K18 P301L (four-repeat tau fragment), heparin-induced fibrillization, ThT fluorescence. Potency, µM (series often up to 57.4 µM), for inactives: at the top dose activity, negative = inhibition, hits mostly inhibitors. 2.1% of 270,000 active. P10636; further: on the % scale 0 is the no-effect control and ±100 the full control effect; nearly all actives have a fitted effect of over 55% in size
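Aggregation was driven by heparin (20 uM final) acting on recombinant tau […] bearing P301L in 100 mM sodium acetate pH 7; fibrils were detected with Thioflavin T.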
* = called active by the depositor; ? = inconclusive; / = not tested or not shown; [ ] = dose if it differs, or a comment. Unless noted, the call rests on the fitted dose curve; in most records, active means well fitted curve in the direction sought with a large enough effect; inconclusive means small, poorly fitted or top-dose-only effect, or another doubt; inactive means no such curve, though single readings can be large; an effect the other way counts as inactive or inconclusive. Potency means the concentration at half of the fitted maximal effect.

SMILES	SMN2 splice up	ALDH1A1 inh	Tau fibril FP	HTT aggregate	Tau fluor cs	HTT cytoprotect	JMJD2E inh	Tau fibril ThT
Cc1nc2ccccc2n1C1CCN(CC(=O)Nc2ccccc2Br)CC1	/	-5%	2%	-2%[9.22 µM]	-9%	2%[10 µM]	-2%	-18%
COc1ccc(C/C(O)=C(\C#N)c2nc3ccccc3[nH]2)cc1OC	1%	0%	-4%	3%	-2%	0%	-13%	-12%
O=C(c1ccco1)N1CCN(C(=O)c2sccc2-c2ccccc2)CC1	1%	13µM*	8%	-5%	4%	28%[10 µM]	-9%	-3%
CC1(O)CCC(C(C)(C)O)CC1 (stereo unspecified)	/	6%	-13%	5%	-14%	-37%[inhibitor]	/	-7%
CCCCNc1ccc(S(N)(=O)=O)cc1[N+](=O)[O-]	-13%	14%	0%	-10%	2%	13%[10 µM]	3%	?
COc1cc(-c2coc3cc(O[C@H]4OC(CO)C(O)C(O)C4O)c(OC)c(O)c3c2=O)cc(O)c1OC (stereo partly specified)	20%	6%	-5%	/	-6%	-123%[inhibitor]	-6%	-5%
COc1ccc(/C=C/C(=O)Nc2ccccc2C(F)(F)F)cc1	?	9%	-8%	-7%	5%	25%[10 µM]	2%	8%
c1ccc(-c2nnc(-c3ccccc3)o2)cc1	13µM*	0%	10%	-3%	-4%	-5%	-3%	-6%
COc1ccc(OC)c(-n2c(SCC(=O)N3CCc4ccccc43)nc3c(c2=O)SCC3)c1	?	8%	2%	-6%	-1%	5%[10 µM]	-4%	-1%
CCOc1ccc(C(=O)NCC(C)CN(C)C)cc1OCC (stereo unspecified)	7%	8%	1%	-13%	3%	12%[10 µM]	-1%	8%
Cc1ccc(C(=O)NC(N2CCCC2)C(Cl)(Cl)Cl)cc1 (stereo unspecified)	-11%	-11%	-2%	-2%	-6%	1%	1%	-9%
COc1cc(NC(=O)COC(=O)CSc2cc(C)ccc2C)c(C)cc1[N+](=O)[O-]	14%	-9%	-1%	5%	1%	-11%[10 µM]	-4%	5%
C=CCn1c(=NC(=O)c2sc3ccccc3c2Cl)sc2cc(S(N)(=O)=O)ccc21	-19%	?	-15%	-20%	-5%	-9%[10 µM]	?	1%
CCSc1nn2c(=O)c3ccccc3nc2s1	14µM*	?	-9%	-32%	-15%	-10%[10 µM]	-14%	?
O=C(N/N=C/C=C/c1ccccc1[N+](=O)[O-])c1ccncc1	/	/	-4%	10%[9.22 µM]	-3%	10%[10 µM]	-6%	-4%
O=Cc1ccc(-n2cc(C=O)c3ccccc32)cc1	-11%	11µM*	-4%	-10%	-2%	9%[10 µM]	?	-18%
CC(=O)Cn1c(CN2CCCCC2)nc2ccccc2c1=O	-6%	?	-1%	-10%	9%	-19%[10 µM]	4%	-1%
CC1=C(C(N)=O)C(c2ccc(C(C)C)cc2)n2nc(SCc3ccccc3F)nc2N1 (stereo unspecified)	11%	/	-11%	/	4%	/	/	?
CCN(CC)C(=O)CSc1nc2c(sc(=S)n2-c2ccccc2)c(=O)[nH]1	-17%	?	3%	-26%	-6%	-53%[inhibitor]	-2%	-11%
COc1ccc(-c2cc3nc(C)cc(C)n3n2)cc1	10µM*	?	-2%	10%	-7%	-66%[inhibitor]	?	?
CCOC(=O)c1sc(C)c2c1NC1(CCCCCC1)NC2=O	/	3%	?	16%	-21%	-39%[inhibitor]	-19%	-21%
COc1ccc2cc3cc(C(=O)NCCN4CCN(c5ccccc5F)CC4)oc3nc2c1	-31%[inhibitor]	?	5%	-9%	-17%	-30%	?	?
CC1=CCC[C@@H]2[C@@](C)(CC/C(C)=C/C(=O)O)[C@H](C)CC[C@@]12C	-19%	-2%	-6%	-1%	-5%	/	1%	-14%
COc1ccc(C(=O)/C=C/c2cn(CC(O)CN3CCCCCC3)c3ccccc23)cc1OC (stereo unspecified)	-1%	/	1%	/	?	/	/	?
COC(=O)N(NC(=O)C(O)(C(C)C)C(C)C)c1ccccc1	/	/	-1%	20%[9.22 µM]	2%	16%[10 µM]	3%	-3%
CCOC(=O)c1cnn(CCOC(=O)c2ccc(OC)cc2)c1NC(=O)c1ccc(OC)cc1	-8%	?	1%	18%	-7%	24%[10 µM]	9%	-4%
Cc1ccc(NC(=O)C2C(c3ccccc3)C2(Cl)Cl)c(C)c1 (stereo unspecified)	-16%	5%	1%	?	-24%	-22%	1%	-23%
Cc1ccc(C)c(NC(=O)C(NS(=O)(=O)c2ccc3c(c2)CCC(=O)N3)c2ccccc2)c1 (stereo unspecified)	?	/	-2%	/	-19%	/	/	-1%
S=c1[nH]nc(-c2cc(-c3ccccc3)n[nH]2)n1/N=C/c1ccc(Br)s1	/	16%	9%	1%[9.22 µM]	?	21%[10 µM]	-14%	?
COc1ccc(C(=O)NN)cc1COc1ccc(Br)cc1	-10%	?	8%	-25%	0%	-4%	7%	-8%
C#CCOc1nc(OCC#C)nc(OCC#C)n1	5%	2%	3%	17%[9.22 µM]	6%	-6%	-8%	-3%
CCOC(=O)COc1ccc([N+](=O)[O-])cc1-c1ccnc2cc(-c3ccc(C)cc3)nn12	10%	/	-12%	/	-19%	/	/	5%
COc1ccccc1/C=C/C=N/n1c(-c2ccco2)n[nH]c1=S	/	?	-12%	-12%[9.22 µM]	?	-10%[10 µM]	-3%	?
CCN(CC)CCn1c(-c2ccccc2)csc1=Nc1ccccc1	-4%	/	6%	/	-12%	/	/	-9%
COc1cccc2cc(C(=O)NCC3CCCO3)c(=O)oc12 (stereo unspecified)	-24%	?	-1%	-8%	0%	-4%[0.074 µM]	-24%	-8%
Oc1[nH]c2c(Cl)cc(Cl)cc2c1N=NC(=S)NCC1CCCO1 (stereo unspecified)	-59%[inhibitor]	0.45µM*	?	?	?	-47%[inhibitor][10 µM]	8%	?

Of the compounds above, these have a furan ring, fused or not:
SMILES	SMN2 splice up	ALDH1A1 inh	Tau fibril FP	HTT aggregate	Tau fluor cs	HTT cytoprotect	JMJD2E inh	Tau fibril ThT
O=C(c1ccco1)N1CCN(C(=O)c2sccc2-c2ccccc2)CC1	1%	13µM*	8%	-5%	4%	28%[10 µM]	-9%	-3%
COc1ccc2cc3cc(C(=O)NCCN4CCN(c5ccccc5F)CC4)oc3nc2c1	-31%[inhibitor]	?	5%	-9%	-17%	-30%	?	?
COc1ccccc1/C=C/C=N/n1c(-c2ccco2)n[nH]c1=S	/	?	-12%	-12%[9.22 µM]	?	-10%[10 µM]	-3%	?

(further entries)
SMILES	SMN2 splice up	ALDH1A1 inh	Tau fibril FP	HTT aggregate	Tau fluor cs	HTT cytoprotect	JMJD2E inh	Tau fibril ThT
O=C(CSc1nc2c(oc3ccccc32)c(=O)n1-c1ccccc1F)Nc1ccccc1	1%	/	?	/	-21%	/	/	-4%
C=CCN1CC(O)=C(c2ccccc2)C1=N	47%	14%	2%	-20%	-10%	-3%[10 µM]	2%	-7%
Cc1[nH]nc2c1C(c1ccsc1)C(C#N)=C(N)O2 (stereo unspecified)	-26%	-4%	-8%	-24%	-10%	-11%	-11%	-14%
CCN(CC)S(=O)(=O)c1ccc(N2CCOCC2)c(NC(=O)c2ccc(C#N)cc2)c1	11%	20µM*	-1%	11%	-11%	-66%[inhibitor]	-8%	-9%
CCOC(=O)c1cnn(-c2cc(Oc3ccccc3C)ncn2)c1N	?	-2%	-7%	-7%	-14%	-12%	3%	?
CC1Oc2ccccc2N(CC(=O)Nc2ccc3c(c2)OCO3)C1=O (stereo unspecified)	2%	1%	2%	-9%	-16%	14%	-3%	-12%
CCOc1ccc(C(=O)CCC(=O)NC(CC(C)C)C(=O)OC)cc1 (stereo unspecified)	/	-9%	-11%	-3%	-13%	-8%	-2%	-9%
Oc1ccc(/C=C/c2ccnc3ccccc23)cc1	21%	?	7%	?	-30%	/	3%	?
Cc1cc(NC(=O)CCN2CCC(C(N)=O)CC2)ccc1Br	7%	?	-4%	-5%	-7%	5%	3%	0%
Cc1cc(-c2nn(-c3ccccc3F)cc2CNCCc2cnc[nH]2)c(C)s1	/	14µM*	-2%	17%[9.22 µM]	-13%	0%[10 µM]	-3%	-19%
COc1ccc(C(=O)Oc2ccc[nH]c2=O)cc1	/	/	4%	8%[9.22 µM]	1%	-11%[10 µM]	-15%	-2%
CCOC(=O)C1=C(O)/C(=C/c2cccc(OC)c2O)N=C1C	-5%	-3%	-12%	2%[9.22 µM]	-19%	-17%[1.9 µM]	9%	?

Quoted at random: 2 records from the list.
SMILES	SMN2 splice up	ALDH1A1 inh	Tau fibril FP	HTT aggregate	Tau fluor cs	HTT cytoprotect	JMJD2E inh	Tau fibril ThT
C=CCN1CC(O)=C(c2ccccc2)C1=N	47%	14%	2%	-20%	-10%	-3%[10 µM]	2%	-7%
Cc1cc(NC(=O)CCN2CCC(C(N)=O)CC2)ccc1Br	7%	?	-4%	-5%	-7%	5%	3%	0%

Further entries follow.
SMILES	SMN2 splice up	ALDH1A1 inh	Tau fibril FP	HTT aggregate	Tau fluor cs	HTT cytoprotect	JMJD2E inh	Tau fibril ThT
COc1ccc2c(=O)c(N3C(=O)c4ccccc4C3=O)coc2c1	-16%	-5%	2%	8%	-1%	-8%	-5%	-9%
CC(C)Cn1c(N)c(C(=O)COC(=O)C2=COCCO2)c(=O)n(C)c1=O	-7%	-1%	-1%	-17%	-3%	20%	0%	0%
CCOC(=O)c1nn(-c2ccc3ccccc3c2)cc1O	13%	1%	6%	-1%[9.22 µM]	-26%	28%[10 µM]	?	-16%
COc1ccc(NS(=O)(=O)c2c(C)n(C)c(=O)n(C)c2=O)cc1OC	-3%	6%	-2%	-17%	-5%	-4%	3%	-7%

3 entries from above, reformatted.
| canonical_smiles | SMN2 splice up | ALDH1A1 inh | Tau fibril FP | HTT aggregate | Tau fluor cs | HTT cytoprotect | JMJD2E inh | Tau fibril ThT |
| --- | --- | --- | --- | --- | --- | --- | --- | --- |
| CC(C)Cn1c(N)c(C(=O)COC(=O)C2=COCCO2)c(=O)n(C)c1=O | -7% | -1% | -1% | -17% | -3% | 20% | 0% | 0% |
| CCOC(=O)c1nn(-c2ccc3ccccc3c2)cc1O | 13% | 1% | 6% | -1%[9.22 µM] | -26% | 28%[10 µM] | ? | -16% |
| COc1ccc(NS(=O)(=O)c2c(C)n(C)c(=O)n(C)c2=O)cc1OC | -3% | 6% | -2% | -17% | -5% | -4% | 3% | -7% |

An excerpt. The share of hits here may be higher or lower than overall.
